ALOX15B inhib: 15-hLO-2 (ALOX15B) enzyme inhibition; O15296; purified 15hLO-2, xylenol orange hydroperoxide absorbance; Potency, µM (doses to about 57.1 µM), without a hit: at the top dose activity change, negative = inhibition, most hits filed as inhibitors; 110,000 compounds, 0.56% hits; active = well fitted inhibition curve with a large enough effect; inconclusive = small, poorly fitted or top-dose-only effect; inactive = no such curve, though single readings can be large or run the other way; note: nearly all actives have a fitted effect of over 60% in size; many of its hits are not listed in these tables
Target sequence (O15296 whole entry, looked up): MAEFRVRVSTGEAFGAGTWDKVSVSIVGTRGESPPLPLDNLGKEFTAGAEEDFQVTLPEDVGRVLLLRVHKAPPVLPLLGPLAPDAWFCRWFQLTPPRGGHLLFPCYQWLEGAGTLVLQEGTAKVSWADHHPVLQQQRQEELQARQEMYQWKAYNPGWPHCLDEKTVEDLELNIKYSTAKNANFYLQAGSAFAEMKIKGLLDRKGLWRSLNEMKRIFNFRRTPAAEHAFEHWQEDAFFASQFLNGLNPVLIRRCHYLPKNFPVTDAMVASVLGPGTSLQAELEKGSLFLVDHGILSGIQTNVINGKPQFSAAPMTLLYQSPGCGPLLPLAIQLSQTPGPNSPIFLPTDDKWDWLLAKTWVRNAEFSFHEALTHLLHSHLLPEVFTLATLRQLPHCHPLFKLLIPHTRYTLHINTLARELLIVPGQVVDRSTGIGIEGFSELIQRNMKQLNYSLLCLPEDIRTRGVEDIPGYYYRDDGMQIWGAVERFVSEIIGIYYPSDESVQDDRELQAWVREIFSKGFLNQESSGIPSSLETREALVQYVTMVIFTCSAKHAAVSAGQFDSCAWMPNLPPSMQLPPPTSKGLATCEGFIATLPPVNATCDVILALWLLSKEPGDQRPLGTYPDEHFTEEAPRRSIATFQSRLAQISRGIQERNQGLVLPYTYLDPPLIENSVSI
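Enzyme 50 nM, AA 45 uM, 25 mM Hepes pH 7.5 + 0.01% Triton X-100; cpd preinc 15 min RT, rxn 90 min RT; stop/detect with 200 uM XO + 300 uM Fe(II) in 50 mM H2SO4, 30 min; A573/A405.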
Numbers without * were called inactive; ? = inconclusive; [ ] = dose if it differs, or a comment. % is set by controls: 0 for no effect and ±100 for the full control effect; potency is the fitted concentration of half-maximal effect. This is a subset; count on the stated rates, not on these rows.

ALOX15B inhib,molecule
3%,COCCNc1nc(-c2c(C)noc2C)nc2ccccc12
-9%,N#CCCn1c(=O)c(-c2ccc(F)cc2)nc2cnc(N3CCOCC3)nc21
-5%,FC(F)(F)c1ccccc1-c1nc(NCc2cccnc2)c2ccccc2n1
-2%,COc1cccc(-c2cncnc2N(C)Cc2ccco2)c1
0%,Cn1cc(-c2nc3cnc(N4CCNCC4)nc3n(-c3ccccc3)c2=O)c2ccccc21
-2%,COc1ncc2nc(-c3cn(C)c4ccccc34)c(=O)n(CCC#N)c2n1
-3%,CN(Cc1ccco1)c1nc(-c2ccc3c(c2)OCO3)nc2ccccc12
-9%,CCNc1ncc2nc(-c3cn(C)c4ccccc34)c(=O)n(Cc3cccs3)c2n1
-2%,CNc1cc(-c2ccccc2CN(C)C)ncn1
19%,O=c1c(-c2ccc(F)cc2)nc2cncnc2n1Cc1ccccc1
-1%,COc1cccc(Cn2c(=O)c(-c3cn(C)c4ccccc34)nc3cnc(OC)nc32)c1
-6%,CN(C)C(=O)c1ccc(-c2cncnc2-n2ccnc2)cc1
51%[activator],COc1cccc(Cn2c(=O)c(-c3ccc(F)cc3)nc3cnc(N4CCNCC4)nc32)c1
-6%,COc1ccc(Oc2ncc3ncc(=O)n(-c4ccc(OC)cc4)c3n2)cc1
-4%,O=c1c(-c2cc(F)cc(F)c2)nc2cncnc2n1C1CC1
21%,CN1CCN(c2ncc3nc(-c4cn(C)c5ccccc45)c(=O)n(-c4ccccc4)c3n2)CC1
-4%,COCCNc1nc(-c2ccccc2OC)nc2ccccc12
4%,COc1cccc(-c2ccc3ncnc(NCc4cnc(C)cn4)c3c2)c1
-8%,N#Cc1cccc(-c2cncnc2NCc2ccccc2)c1
3%,COc1cccc(Nc2ncc3nc(C)c(=O)n(CCc4ccccc4)c3n2)c1

Structures shown so far with an aryl methoxy group:
ALOX15B inhib,molecule
-2%,COc1cccc(-c2cncnc2N(C)Cc2ccco2)c1
-2%,COc1ncc2nc(-c3cn(C)c4ccccc34)c(=O)n(CCC#N)c2n1
-1%,COc1cccc(Cn2c(=O)c(-c3cn(C)c4ccccc34)nc3cnc(OC)nc32)c1
51%[activator],COc1cccc(Cn2c(=O)c(-c3ccc(F)cc3)nc3cnc(N4CCNCC4)nc32)c1
-6%,COc1ccc(Oc2ncc3ncc(=O)n(-c4ccc(OC)cc4)c3n2)cc1
-4%,COCCNc1nc(-c2ccccc2OC)nc2ccccc12
4%,COc1cccc(-c2ccc3ncnc(NCc4cnc(C)cn4)c3c2)c1
3%,COc1cccc(Nc2ncc3nc(C)c(=O)n(CCc4ccccc4)c3n2)c1

(further entries)
ALOX15B inhib,molecule
-6%,Cc1noc(C)c1-c1ccc2ncnc(N3CCOCC3)c2c1
13%,CCNc1ncc2nc(CCc3ccccc3)c(=O)n(C3CC3)c2n1
14%,Fc1ccc(Nc2ccnc(-c3ccccc3C(F)(F)F)n2)cc1
-5%,COCCn1c(=O)c(-c2ccc(F)cc2)nc2cnc(Oc3ccccc3)nc21
34%[activator],Cc1cccc(CNc2ccnc(-c3cccc(C#N)c3)n2)c1
2%,CN(C)c1ncc2nc(-c3ccc(F)cc3)c(=O)n(Cc3cccs3)c2n1
-17%,N#CCCn1c(=O)c(-c2ccccc2)nc2cnc(Nc3ccccc3)nc21
0%,CN(C)C(=O)c1ccc(-c2ccc3ncnc(NCCN4CCOCC4)c3c2)cc1
51%[activator],c1nc(NC2CCNCC2)c2cc(-c3ccoc3)ccc2n1
-8%,COCCNc1ncnc2ccc(-c3ccoc3)cc12
-6%,COc1cccc(-c2cc(NCc3ccccc3)ncn2)c1
-2%,CN1CCN(c2cc(-c3ccoc3)ncn2)CC1
-4%,Cc1cccc(CNc2ncncc2-c2cccnc2)c1
-1%,COCCNc1ccnc(-c2ccccc2C(F)(F)F)n1
7%,N#CCCn1c(=O)c(-c2ccc(F)cc2)nc2cnc(N3CCNCC3)nc21
?,COCCNc1ncnc2ccc(-c3ccccc3C)cc12
6%,CN(C)c1ccc(-c2ccc3ncnc(N(C)C)c3c2)cc1
6%,COCCNc1cc(-c2ccccc2C)ncn1
-16%,CCNc1ncc2nc(-c3cccs3)c(=O)n(Cc3ccc(F)cc3)c2n1
-12%,Clc1ccccc1-c1cc(NCc2ccccc2)ncn1

Filtered by structure, those above with a thiophene ring, fused or not (three)
ALOX15B inhib,molecule
-9%,CCNc1ncc2nc(-c3cn(C)c4ccccc34)c(=O)n(Cc3cccs3)c2n1
2%,CN(C)c1ncc2nc(-c3ccc(F)cc3)c(=O)n(Cc3cccs3)c2n1
-16%,CCNc1ncc2nc(-c3cccs3)c(=O)n(Cc3ccc(F)cc3)c2n1

Further entries.
ALOX15B inhib,molecule
-6%,CCNc1ncc2nc(-c3ccc(OC)cc3)c(=O)n(Cc3ccc(F)cc3)c2n1
-7%,COc1ccc(-c2nc3cnc(N(C)C)nc3n(C[C@H]3CCCO3)c2=O)cc1
11%,COc1ccccc1-c1cc(NCc2cccc(C)c2)ncn1
7%,COc1ccccc1CNc1nc(-c2cccc(C#N)c2)nc2ccccc12
21%,COc1ccccc1-c1nccc(NC2CCNCC2)n1
6%,CC(=O)NCCNc1ncnc2ccc(-c3ccccc3Cl)cc12
-2%,CCNc1ncc2nc(-c3cc(F)cc(F)c3)c(=O)n(C)c2n1
-17%,O=c1cnc2cnc(Nc3ccccc3)nc2n1Cc1ccc(F)cc1
-9%,COc1cccc(Nc2ncc3nc(C)c(=O)n(Cc4cccs4)c3n2)c1
-9%,COc1ccccc1CNc1cc(-c2cccc(C#N)c2)ncn1
-13%,Cn1cc(-c2nc3cnc(N4CCNCC4)nc3n(C3CC3)c2=O)c2ccccc21
2%,COc1cccc(Nc2ncc3nc(-c4ccccc4)c(=O)n(C)c3n2)c1
8%,COc1cccc(Cn2c(=O)c(-c3cccs3)nc3cnc(OC)nc32)c1
?,Cc1ccccc1-c1cncnc1NCc1cccnc1
2%,O=c1c(-c2ccc(F)cc2)nc2cnc(Oc3ccccc3)nc2n1C1CC1
-12%,Cc1cnc(CNc2ncncc2-c2ccc3c(c2)OCO3)cn1
4%,O=c1cnc2cnc(Oc3cccc(Cl)c3)nc2n1CCc1ccccc1
13%,COc1cccc(-c2ccc3ncnc(N(C)Cc4ccco4)c3c2)c1
-4%,COCCn1c(=O)c(-c2ccccc2)nc2cnc(Nc3cccc(OC)c3)nc21
-7%,CN(Cc1ccco1)c1nc(-c2ccccc2C(F)(F)F)nc2ccccc12
-5%,COc1ncc2ncc(=O)n(C[C@H]3CCCO3)c2n1
53%[activator],COc1cccc(-c2nc(NCc3cccnc3)c3ccccc3n2)c1
3%,COc1cccc(Cn2c(=O)c(C)nc3cnc(Nc4cccc(OC)c4)nc32)c1
-5%,COc1ncc2nc(CCc3ccccc3)c(=O)n(-c3ccccc3)c2n1
6%,N#Cc1ccccc1-c1ccc2ncnc(NCc3ccccc3)c2c1
?,Cc1noc(C)c1-c1nccc(NCc2ccccc2)n1
-4%,CN(Cc1ccco1)c1ncnc2ccc(-c3cccc(NS(C)(=O)=O)c3)cc12
11%,COc1ccc(-c2nc3cnc(N4CCN(C)CC4)nc3n(Cc3cccc(OC)c3)c2=O)cc1
0%,COc1ccc(-n2c(=O)c(CCc3ccccc3)nc3cnc(OC)nc32)cc1
5%,COc1ncc2nc(-c3ccccc3)c(=O)n(CCC#N)c2n1
-5%,CN(C)c1ncc2nc(-c3ccc(F)cc3)c(=O)n(CCc3ccccc3)c2n1
20%,Cc1cccc(CNc2ccnc(-c3ccccc3Cl)n2)c1
-20%,O=c1c(CCc2ccccc2)nc2cncnc2n1Cc1ccccc1Cl
-10%,O=c1cnc2cnc(Nc3ccccc3)nc2n1C1CC1
-17%,COCCn1c(=O)c(-c2ccccc2)nc2cnc(N(C)C)nc21
-3%,Cn1c(=O)c(-c2ccccc2)nc2cnc(OCc3ccccc3)nc21
43%[activator],COc1ccc(-n2c(=O)c(-c3ccc(F)cc3)nc3cnc(N4CCNCC4)nc32)cc1
-7%,c1cncc(CNc2ncncc2-c2cccnc2)c1
-4%,CCNc1ncc2nc(-c3ccc(Cl)cc3)c(=O)n(Cc3cccc(OC)c3)c2n1
0%,CNc1nc(-c2cccc(NS(C)(=O)=O)c2)nc2ccccc12
-5%,CCNc1ncc2nc(-c3ccc(Cl)cc3)c(=O)n(CCC#N)c2n1
41%[activator],COc1cccc(-c2ccc3ncnc(NCCc4c[nH]c5ccc(OC)cc45)c3c2)c1
-9%,COc1cccc(Cn2c(=O)cnc3cnc(Nc4cccc(OC)c4)nc32)c1
-6%,Cc1noc(C)c1-c1nc(NC2CC2)c2ccccc2n1
-7%,CC(=O)NCCNc1cc(-c2ccccc2CN(C)C)ncn1
-8%,CN1CCN(c2ncc3nc(-c4ccc(F)cc4)c(=O)n(Cc4cccs4)c3n2)CC1
34%[activator],COc1cccc(-c2ccc3ncnc(NCc4cccnc4)c3c2)c1
20%,CN1CCN(c2ncc3nc(-c4cc(F)cc(F)c4)c(=O)n(Cc4cccs4)c3n2)CC1
-25%,Cc1noc(C)c1-c1cncnc1Nc1ccccc1
42%[activator],COc1ccc(CNc2ncncc2-c2cccc(C#N)c2)c(OC)c1
3%,COc1cccc(Nc2ncc3nc(-c4ccc(F)cc4)c(=O)n(C)c3n2)c1
0%,O=c1cnc2cnc(Nc3ccccc3)nc2n1CCc1ccccc1
28%,O=c1c(-c2ccc(Cl)cc2)nc2cnc(N3CCNCC3)nc2n1Cc1cccs1
8%,COc1ccc(-c2nc3cnc(N(C)C)nc3n(CCC#N)c2=O)cc1
-16%,Cc1cnc(CNc2cc(-c3ccccc3C(F)(F)F)ncn2)cn1
-1%,N#Cc1ccccc1-c1ccc2ncnc(NC3CC3)c2c1
-5%,O=c1c(CCc2ccccc2)nc2cnc(Oc3ccccc3)nc2n1C1CC1
14%,Cc1noc(C)c1-c1cc(NCc2cccnc2)ncn1
6%,CN1CCN(c2ncc3nc(-c4cccc(C#N)c4)c(=O)n(Cc4ccc(F)cc4)c3n2)CC1
-2%,CN(C)c1ncc2nc(-c3cccc(C#N)c3)c(=O)n(C[C@H]3CCCO3)c2n1

In a second layout: four of the compounds above
SMILES	ALOX15B inhib
N#Cc1ccccc1-c1ccc2ncnc(NC3CC3)c2c1	-1%
O=c1c(CCc2ccccc2)nc2cnc(Oc3ccccc3)nc2n1C1CC1	-5%
Cc1noc(C)c1-c1cc(NCc2cccnc2)ncn1	14%
CN1CCN(c2ncc3nc(-c4cccc(C#N)c4)c(=O)n(Cc4ccc(F)cc4)c3n2)CC1	6%

(cont.)
ALOX15B inhib,molecule
15%,Cc1ccccc1-c1ccc2ncnc(NC3CC3)c2c1
-2%,CN(C)C(=O)c1ccc(-c2cc(N(C)Cc3ccco3)ncn2)cc1
5%,CCNc1ncc2nc(-c3cn(C)c4ccccc34)c(=O)n(-c3ccc(OC)cc3)c2n1
-1%,N#Cc1cccc(-c2cc(NCc3ccccc3)ncn2)c1
78%[activator],COc1ccccc1-c1ccc2ncnc(Nc3ccccc3)c2c1
23%,COc1ccc(CNc2cc(-c3ccccc3C)ncn2)c(OC)c1
2%,CN(C)C(=O)c1ccc(-c2ccc3ncnc(NC4CC4)c3c2)cc1
-11%,COc1ccc(-c2nc3cnc(N(C)C)nc3n(C3CC3)c2=O)cc1
-27%,CNc1nc(-c2ccccc2C)nc2ccccc12
-3%,FC(F)(F)c1ccccc1-c1cc(NCc2cccs2)ncn1
8%,Cc1cnc(CNc2cc(-c3ccc(N(C)C)cc3)ncn2)cn1
-4%,Cn1cc(-c2nc3cnc(Oc4ccccc4)nc3n(C)c2=O)c2ccccc21
8%,COc1cccc(Nc2ncc3nc(-c4ccccc4)c(=O)n(Cc4cccs4)c3n2)c1
3%,CN1CCN(c2ncc3ncc(=O)n(-c4ccccc4)c3n2)CC1
4%,CN(C)c1nc(-c2cccc(NS(C)(=O)=O)c2)nc2ccccc12
-16%,COc1cccc(Nc2ncc3ncc(=O)n(CCC#N)c3n2)c1
7%,c1csc(CNc2cc(-c3ccoc3)ncn2)c1
21%,CN(C)c1ncnc2ccc(-c3ccc4c(c3)OCO4)cc12
-2%,COc1ccccc1CCn1c(=O)c(-c2cccs2)nc2cncnc21
12%,Cc1nc2cnc(N3CCN(C)CC3)nc2n(CCc2ccccc2)c1=O
-6%,Cc1noc(C)c1-c1nccc(N(C)C)n1
23%,COc1ccccc1CNc1ncncc1-c1ccccc1Cl

Source: PubChem (National Center for Advancing Translational Sciences (NCATS))
